NOD1 NF-kB reporter: NOD1 signaling inhibitors, primary screen, cell-based, luminescence, uHTS (AID 1578); inhibition, % at 4 µM; hits with a dose series show EC50 in µM; NOD1-driven NF-kB luciferase reporter cells, luminescence; higher % means a stronger effect; 1% of 290,000 active; in the data active means inhibition mostly above about 36%, no sharp cut-off; inactive means mostly below about 34%;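 further: HEK-293T reporter cells stimulated with the NOD1 agonist gamma-tri-DAP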
HEK293 NOD2/NF-kB: inhibition of NOD2-driven NF-kB reporter – cell-based, luminescence, uHTS, HEK293 (AID 1566); HEK293 NOD2/NF-kB luciferase reporter, luminescence; higher % means a stronger effect; inhibition, % at 4 µM, or EC50 in µM where a hit was titrated; 0.63% of 290,000 active; in the data active means inhibition above about 50%; further: many of its hits are not listed in these tables
Numbers without * were called inactive. Not all compounds are listed; count on the stated rates, not on these rows.

Results follow in this order: HEK293 NOD2/NF-kB | NOD1 NF-kB reporter
- COc1ccc(NC2CCCN(C(=O)c3ccc4nccnc4c3)C2)cc1OC (centres undefined)
  3% | -7%
- CCNS(=O)(=O)c1ccc(CCC(=O)Nc2ccc3c(c2)OCCO3)cc1
  -2% | 32%
- Cc1ccc(-c2cn(C[C@H]3CC[C@@H]([C@@H]4CC[C@H](Cn5cc(-c6ccc(C)cc6)nn5)O4)O3)nn2)cc1
  -6% | 0%
- O=C(N/N=C/c1ccccc1O)C1CC(=O)N(c2ccc(Cl)cc2)C1 (centres undefined)
  47% | 1%
- CCC(C)NC(=O)C1CCN(S(=O)(=O)c2ccc(-n3cnnn3)cc2)CC1 (centres undefined)
  -1% | -28%
- CCOC(=O)N1CCC(NC(=O)CS(=O)(=O)Cc2nc(-c3cccc(Cl)c3)oc2C)CC1
  1% | -36%
- Cc1c(CC(=O)N[C@@H](CCCNC(N)=O)C(=O)O)c(=O)oc2cc3oc4c(c3cc12)CCCC4
  15% | 3%
- Cc1c(OCC(=O)NCCN2CCOCC2)ccc2c3c(c(=O)oc12)CCC3
  -7% | -16%
- COc1cc2c(cc1OC)CN(c1ccc(C(N)=O)cc1[N+](=O)[O-])CC2
  24% | 27%
- COc1ccc(CCNC(=O)c2ccc3c(c2)NC(=O)C(C(C)C)N3)cc1OC (centres undefined)
  14% | -10%
- Cc1ccc(OC(=O)c2cncc(Br)c2)c(C)c1
  -1% | -44%
- Cc1c(C(=O)N2CCOCC2)c(S(=O)(=O)Nc2ccc(OC(F)(F)F)cc2)c(C)n1C
  -14% | -64%
- O=S1(=O)CCOCCCN1Cc1cccc(F)c1
  -1% | -40%
- COc1ccccc1NS(=O)(=O)c1ccc2oc(N)nc2c1
  -10% | -21%
- COc1ccccc1/C=C/CN1CCNC(=O)C1CC(=O)NCCc1cnccn1 (centres undefined)
  -2% | -6%
- Cc1nn(CC(=O)N2CCC(C(N)=O)CC2)c(=O)c2nn(-c3ccccc3)c(C)c12
  -2% | -5%
- CC1CCN(C(=O)C2CCC(=O)N(Cc3ccc(Cl)cc3)C2)CC1 (centres undefined)
  20% | -4%
- COc1cccc(OC)c1NC(=O)C1CCCN1C(=O)Nc1cccc(Cl)c1 (centres undefined)
  -18% | -34%
- Cc1ccc(C(=O)NCc2ccc3c(c2)OCO3)cc1Cl
  -10% | -1%
- COc1ccc(CNC(=O)Cc2c[nH]c3ccccc23)cc1OC
  8% | 1%
- CCC/C=N/Nc1nnc(Cc2ccccc2)c(=O)[nH]1
  7% | -8%
- CCN(CC)C(=O)Cn1cc(S(=O)(=O)CC(=O)N2CC(C)OC(C)C2)c2ccccc21 (centres undefined)
  -4% | -22%
- O=C(Cc1cccc(C(F)(F)F)c1)OCN1C(=O)c2ccccc2C1=O
  -1% | -37%
- CC(=O)c1c(C)[nH]c(C(=O)N2CC(C)CC(C)C2)c1C (centres undefined)
  10% | 0%
- COc1ccc(CC(NC(C)=O)C(=O)NC2CCN(S(=O)(=O)c3ccc(NC(C)=O)cc3)CC2)cc1 (centres undefined)
  22% | -7%
- Cc1cccc(NC(=O)c2ccc(S(=O)(=O)N3CCCCC3)cc2)c1
  -5% | -3%
- CC(=O)Nc1cccc(NC(=O)c2ccc3[nH]c(C)c(C)c3c2)c1
  1% | -21%
- COCCCNc1nc2c(-c3cccc(C)c3)nnn2c2ccc(Cl)cc12
  -27% | -14%
- COc1ccc(CCN(C)C(=O)c2ccc(OCC(=O)N3CCOCC3)c(OC)c2)cc1OC
  -8% | -47%
- CC1CN(C(=O)Cn2cc(S(=O)(=O)CC(=O)N3CCOCC3)c3ccccc32)CC(C)O1 (centres undefined)
  3% | -14%
- Nc1nc(SCc2ccccc2)c2[nH]cnc2n1
  25% | -1%
- CC(C)Oc1ccc(/C(O)=C2/C(=O)C(=O)N(CCN3CCNCC3)C2c2cccc([N+](=O)[O-])c2)cc1 (centres undefined)
  10% | 10%
- COc1cccc(N2CCN(c3nc(C)cc(=O)[nH]3)CC2)c1
  5% | -4%
- COc1ccc(C(=O)Nn2c(C)nc3ccccc3c2=O)cc1OC
  -11% | -5%
- CC(C)(C)c1csc(NC(=O)c2ccccc2O)n1
  -20% | 0%
- COc1cccc2c1OCC(C(=O)Nc1nccs1)=C2
  -44% | -4%
- CCOc1cnn(-c2ccccc2)c(=O)c1Cl
  10% | 2%
- COc1cccc(NC(=O)c2cnn(-c3ccccc3)c2C)c1
  -143% | -29%
- COc1ccc(OCCN2C(=O)c3cccc(N)c3C2=O)cc1
  -26% | -53%
- CN(C)C(CNC(=O)CCCN1C(=O)c2cccc3cccc(c23)C1=O)c1ccccc1 (centres undefined)
  17% | -12%
- CCCCOc1ccc(C(=O)NCC(=O)NCC2CCCO2)cc1 (centres undefined)
  1% | 9%
- C/C(=N\NS(=O)(=O)c1ccc(Br)cc1)c1ccc2c(c1)OCO2
  11% | -14%
- CC(C)(C)C(=O)CN1C(=O)NC2(CCOc3ccccc32)C1=O (centres undefined)
  -13% | -15%
- C/C(=N/NS(=O)(=O)c1ccc(C)c(C)c1)c1c[nH]c2ccccc12
  18% | 18%
- COc1ccccc1Nc1nc2ccc(C)cc2n2cnnc12
  4% | 0%
- COc1ccccc1C(=O)NNC(=O)c1cccc(O)c1
  -33% | -21%
- CSc1ccccc1OCc1cc(C(=O)NC(C)c2cnn(C)c2)no1 (centres undefined)
  -18% | -40%
- CC(=O)Nc1ccc(N(C(=O)c2cnccn2)C(C(=O)NC2CCCCC2)c2ccc(F)cc2)cc1 (centres undefined)
  8% | 7%
- Nc1ccccc1SCC(=O)Nc1cccc2ccccc12
  -18% | -8%
- COc1ccc(S(=O)(=O)N(C)c2ccc(C(=O)Nc3cccnc3)cc2)cc1
  14% | 11%
- c1ccc2c(c1)Cc1cc3ccccc3nc1-2
  -120% | -5%
- Cc1cccc(NC(=O)CSc2nccn2Cc2ccco2)c1
  -35% | -7%
- O=C(c1ccc2c(c1)OCCO2)C1CCN(C(=O)Nc2ccccc2F)CC1
  14% | -18%
- O=C(OCC(=O)N1CCCC1=O)c1cccc([N+](=O)[O-])c1
  1% | 9%
- Cn1c(CC(=O)Nc2ccccc2F)nnc1SCC(=O)Nc1nccs1
  -17% | -41%
- O=C(O)c1ccc(NC(=O)c2ccccc2NC(=O)c2ccccc2Cl)cc1
  9% | -34%
- COc1cc(OC)cc(C(=O)Nc2cccc3ccccc23)c1
  0% | 10%
- O=c1c2ccccc2cnn1Cc1nnc(-c2cccs2)o1
  -5% | -45%
- Cc1ccc(CNC(=O)CC(C)S(=O)(=O)c2cc3c(cc2C)NC(=O)CO3)cc1 (centres undefined)
  2% | -20%
- CCOc1ccc(S(=O)(=O)NCCc2cn3ccccc3n2)cc1
  6% | -12%

6 entries already listed, ordered by the number in HEK293 NOD2/NF-kB, highest first.
mol	HEK293 NOD2/NF-kB	NOD1 NF-kB reporter
COc1ccc(S(=O)(=O)N(C)c2ccc(C(=O)Nc3cccnc3)cc2)cc1	14%	11%
CC(=O)Nc1ccc(N(C(=O)c2cnccn2)C(C(=O)NC2CCCCC2)c2ccc(F)cc2)cc1 (centres undefined)	8%	7%
CCOc1ccc(S(=O)(=O)NCCc2cn3ccccc3n2)cc1	6%	-12%
Cc1ccc(CNC(=O)CC(C)S(=O)(=O)c2cc3c(cc2C)NC(=O)CO3)cc1 (centres undefined)	2%	-20%
O=C(OCC(=O)N1CCCC1=O)c1cccc([N+](=O)[O-])c1	1%	9%
c1ccc2c(c1)Cc1cc3ccccc3nc1-2	-120%	-5%

(cont.)
Results follow in this order: HEK293 NOD2/NF-kB | NOD1 NF-kB reporter
- Cc1ccc(N(CC(=O)NC2CCCC2)C(=O)CNC(=O)c2cccs2)c(C)c1
  16% | -30%
- CN(Cc1ccccc1F)C(=O)CNC(=O)Cc1cccc2ccccc12
  19% | -18%
- COc1ccc(/C=C2\SC(=S)N(CCC(=O)Nc3cccc(C(=O)O)c3)C2=O)cc1OC
  10% | 7%
- CC1CCN(CCCCOc2ccccc2F)CC1
  -20% | -1%
- CN(CC(=O)NCc1ccc(F)cc1)S(=O)(=O)c1ccc(Br)s1
  -2% | 4%
- Cc1ccc(S(=O)(=O)c2c(C)cc(C)[nH]c2=O)c(C)c1
  -10% | -7%
- C/C(=N\NC(=O)c1ccc2c(c1)OCO2)c1cccnc1
  -28% | -51%
- Cc1cccc(N2CCN(C(=O)CCn3c(=O)[nH]c4ccsc4c3=O)CC2C)c1 (centres undefined)
  9% | -9%
- COC(=O)c1ccc(C2c3[nH]c4ccccc4c3C[C@H]3C(=O)N(C4CCN(Cc5ccccc5)CC4)CC(=O)N23)cc1 (some centres undefined)
  -8% | -15%
- COC(=O)Cn1ncc(N(C)Cc2ccccc2)c(Cl)c1=O
  -26% | -60%
- COc1ccc(CCC(=O)OCC(=O)c2c(N)n(CC(C)C)c(=O)n(C)c2=O)cc1
  8% | -24%
- COc1ccc(NC(=O)C2(S(=O)(=O)c3ccc(C)cc3)CC2)cc1
  -9% | -30%
- CC(c1ccccn1)N(C)C(=O)c1ccc2nc(Cc3ccccc3F)oc2c1 (centres undefined)
  -59% | -63%
- O=C(O)c1cccc(Cn2c(Cl)c(/C=N/NC(=O)c3ccco3)sc2=O)c1
  12% | 3%
- Cc1cc(OC(F)F)ccc1NC(=O)Nc1ccc2c(c1)OCO2
  -28% | -37%
- CC(=O)Nc1ccc(OCc2nnc(-c3ccccc3)o2)cc1
  19% | -3%
- CC/C(=N\NC(=O)C1CCCC1)c1cccc(Br)c1
  3% | -14%
- COc1ccc(/C=N/NC(=O)c2cccc([N+](=O)[O-])c2)c2ccccc12
  -48% | -6%
- O=C(CNC(=O)c1ccco1)Nc1ccc(Br)cc1
  -2% | 8%
- COc1ccc2nc(C)cc(SCC(=O)N/N=C/c3ccco3)c2c1
  3% | 15%
- COc1ncccc1C(=O)N1CCCC(N2CCN(c3ccc(F)cc3)CC2)C1 (centres undefined)
  9% | -12%
- Cc1cc(C)c2c(n1)SCC(=O)N2CC(=O)Nc1ccccc1Cl
  2% | -19%
- CC(C)(C)c1nnc(NC(=O)CCS(=O)(=O)c2ccccc2)s1
  -5% | -11%
- CCOC(=O)c1c(-c2ccc(-c3ccccc3)cc2)csc1NC(=O)CNCCN(C)C
  14% | 3%
- CC1CCCN(C(=O)Cn2nnc(-c3ccc(N(C)C)cc3)n2)C1 (centres undefined)
  -15% | -41%
- CC(Oc1cc2oc(=O)c3c(c2cc1Cl)CCC3)C(=O)NCCCN1CCOCC1 (centres undefined)
  20% | -9%
- CCOc1cc2[nH]c(=S)n(Cc3ccc(C(=O)NCCCN(CC)CC)cc3)c(=O)c2cc1OCC
  21% | 3%
- O=C(O)c1cccc(NC(=O)c2cn(-c3ccccc3)nc2-c2ccc([N+](=O)[O-])cc2)c1
  -6% | -42%
- Cc1cc(Cl)ccc1NC(=S)NC1CCCC1
  6% | 24%
- CCC(C)NC(=O)c1cc(Cl)c(NC(=O)C2=C(C)OCCS2)cc1OC (centres undefined)
  20% | -10%
- COc1ccc2c(C)c(CCC(=O)NC3CC3)c(=O)oc2c1C
  -11% | -54%
- Cc1ccc(Cl)cc1N1CCN(S(=O)(=O)c2ccc3c(c2)CC(=O)N3C)CC1
  29% | -6%
- CCC(NC(=O)C1CCCC1)c1ccc(C)cc1 (centres undefined)
  5% | -26%
- O=C(O)CC(Cc1ccccc1)(C(=O)O)c1ccccc1 (centres undefined)
  7% | 31%
- COc1ccc(NC(=O)C2CCCN(S(C)(=O)=O)C2)cc1Cl (centres undefined)
  9% | 40%
- CCOc1ccccc1NC(=O)C1CCN(C(=O)C2CC(=O)N(c3ccc(C)cc3)C2)CC1 (centres undefined)
  -2% | -22%
- CCCCCCCN1CCC(=O)N([C@H](CO)c2ccccc2)CC1
  -11% | -13%
- CCCCc1nnc(SCC(=O)Nc2nccs2)n1C
  13% | -46%
- CN1CCN(S(=O)(=O)c2cccc(C(=O)NCCOc3ccccc3F)c2)CC1
  17% | -26%
- COc1ccccc1-c1n[nH]c(=S)n1Cc1ccccc1
  2% | 30%
- CCOc1ccccc1NC(=O)C1CCN(c2nc(-c3ccc(OC)cc3)no2)CC1
  22% | 8%
- CC(C)(C)NC(=O)CSc1nc(Cc2ccccc2)nc2ccccc12
  14% | 0%
- Cc1ccccc1-c1nc(CS(=O)CC(=O)NC2CC2)c(C)o1 (centres undefined)
  4% | -31%
- COc1ccccc1CN1CC(C(=O)NCCSc2nnnn2C)CCC1=O (centres undefined)
  1% | -7%

In the list so far, these contain a COOH group.
Results follow in this order: HEK293 NOD2/NF-kB | NOD1 NF-kB reporter
- Cc1c(CC(=O)N[C@@H](CCCNC(N)=O)C(=O)O)c(=O)oc2cc3oc4c(c3cc12)CCCC4
  15% | 3%
- O=C(O)c1ccc(NC(=O)c2ccccc2NC(=O)c2ccccc2Cl)cc1
  9% | -34%
- COc1ccc(/C=C2\SC(=S)N(CCC(=O)Nc3cccc(C(=O)O)c3)C2=O)cc1OC
  10% | 7%
- O=C(O)c1cccc(Cn2c(Cl)c(/C=N/NC(=O)c3ccco3)sc2=O)c1
  12% | 3%
- O=C(O)c1cccc(NC(=O)c2cn(-c3ccccc3)nc2-c2ccc([N+](=O)[O-])cc2)c1
  -6% | -42%
- O=C(O)CC(Cc1ccccc1)(C(=O)O)c1ccccc1 (centres undefined)
  7% | 31%
